HCMV antiviral = human cytomegalovirus inhibition. HFF cells, HCMV-luciferase reporter, 72 h; active compounds read low. activity change, negative = inhibition, % at 57.5 µM. 410,000 compounds, 4.5% hits; in the data active = activity change below about -60%; inconclusive = no clear call, values can overlap the other calls; inactive = above about -39%
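After 16 h attachment at 37C, HFF cells received test compound and HCMV-luciferase (1 PFU/cell); reporter luminescence read 72 h later, data normalized against buffer-only and known inhibitor Salinomycin.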
AMA1-RON2 inh = AMA1-RON2 (P. falciparum) interaction inhibition; 360,000 compounds, 0.2% hits; AID 720542; Potency, µM (titrated, usually from 58.2 µM), without a hit: at the highest dose activity change, negative = inhibition, actives largely listed as inhibitors; AlphaScreen AMA1-biotinylated RON2 peptide binding; active = well fitted inhibition curve with a large enough effect; inconclusive = small, poorly fitted or top-dose-only effect; inactive = no such curve, though single readings can be large or run the other way;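 also: potency is read from the fitted curve at half-maximal effect; 0% = vehicle wells and -100% = peptide control; nearly all actives have a fitted effect of over 45% in size; some results filed as inactive show a strong effect at the top dose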
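AMA1 (3D7) with his tag at 25 nM final met compounds first, then biotinylated RON2 peptide at 25 nM; detection used donor plus acceptor beads, 10 µg/mL apiece, read by AlphaScreen after 30 min at room temperature.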
Starred values were filed as active, the others as inactive; ? = inconclusive; [ ] = another dose, or the depositor's remark. Unless noted, % is scaled to controls: 0 for no effect and ±100 for the full control effect. An excerpt; count on the stated rates, not on these rows.

structure	HCMV antiviral	AMA1-RON2 inh
Cc1ccc(S(=O)(=O)NCC(=O)NCC(=O)NCCc2ccc(Cl)cc2)cc1C	-7	18%
CN(C(=O)c1cccc(NC(=O)Cc2cccc(NC(=O)C3CCCN(C(=O)C4CC4)C3)c2)c1)C1CCC1 (centres undefined)	23	0%
CCOC(=O)C1=C(C)OC(=Cc2ccc(OC)cc2)C1=O	12	19%
Cn1c(=O)c2cc(NC(=O)CCc3ccc(O)cc3)ccc2n1Cc1cccc(C(F)(F)F)c1	?	-6%
CCOC(=O)C1(C)CCCN1C(=O)c1ccc(F)c(Cl)c1 (centres undefined)	11	9%
CCOC(=O)[C@]12Cc3cc(C)ccc3[C@H]1N(CCC(=O)OC)C(=O)c1cc(OC)ccc12	-109*	-8%
NC(=O)c1ccc(N=Cc2c(O)ccc3ccccc23)cc1	-13	11%
CCc1nc(N)nc(N)c1-c1ccc(N(C)Cc2ccccc2)c([N+](=O)[O-])c1	-97*	-1%
OCCOCCn1c(C(CO)Nc2nc(-c3ccc(F)cc3)cs2)nc2ccccc21 (centres undefined)	18	26%
CC(=O)NC(c1ccccc1)c1nc(-c2cccc(CO)c2)cs1 (centres undefined)	34	2%
Cc1c(-c2ccc(OCCN3CCOCC3)cc2)c(=O)oc2ccc3ccccc3c12	-15	-2%
COCCNC(=O)C1CCCN(Cc2ccc(C)cc2)CC1 (centres undefined)	6	18%
CCCCNC(=O)c1nc(-c2ccccc2)oc1-c1ccc(Cl)cc1	10	-9%
Cc1ccn2c(=S)[nH]nc2c1	-67*	97%[activator]
CCCCNC(=O)c1onc(CSc2ccccn2)c1C(=O)NCCCC	3	1%
O=C(O)CC(C(=O)O)C(c1ccccc1)c1ccccc1 (centres undefined)	0	-1%
CCN(CC)C(=O)C1=C(C)N(Cc2ccc(F)cc2)C(=O)C(CC(=O)NCCN2CCOCC2)C1 (centres undefined)	-28	17%
CC1CCCCC1NC(=O)CSc1ncnc2sccc12 (centres undefined)	-38	-7%
CCCNC(=O)C1(C)CCCN(C(=O)c2ccc(OC)cc2OC)C1 (centres undefined)	12	-7%
COc1ccc(CNC(=O)c2ccc(S(=O)(=O)N3CC(C)CC(C)C3)cc2)cc1OC (centres undefined)	-16	12%[11.6 µM]

A draw from above in order of molecular weight, low to high.
structure	HCMV antiviral	AMA1-RON2 inh
Cc1ccn2c(=S)[nH]nc2c1	-67*	97%[activator]
COCCNC(=O)C1CCCN(Cc2ccc(C)cc2)CC1 (centres undefined)	6	18%
CC1CCCCC1NC(=O)CSc1ncnc2sccc12 (centres undefined)	-38	-7%
CCCNC(=O)C1(C)CCCN(C(=O)c2ccc(OC)cc2OC)C1 (centres undefined)	12	-7%
COc1ccc(CNC(=O)c2ccc(S(=O)(=O)N3CC(C)CC(C)C3)cc2)cc1OC (centres undefined)	-16	12%[11.6 µM]
CCN(CC)C(=O)C1=C(C)N(Cc2ccc(F)cc2)C(=O)C(CC(=O)NCCN2CCOCC2)C1 (centres undefined)	-28	17%

(listing goes on)
structure	HCMV antiviral	AMA1-RON2 inh
COc1ccc(CCC(=O)Nc2ccc(N3CCOCC3)c(S(=O)(=O)Nc3ccc(OC)cc3)c2)cc1	-14	-3%
CC(C)NC(=O)C1CC(=O)N(CCc2ccc(F)cc2)C1 (centres undefined)	-4	-8%
CS(=O)(=O)N1CCCCC1CCN1CCCCC1 (centres undefined)	0	3%
O=C1c2[nH]c(=O)[nH]c(=O)c2CN1Cc1ccccc1	-7	-21%
COC1Cc2ccccc2N(C(N)=O)c2ccccc21 (centres undefined)	-35	-8%
O=C(CCCCn1ccc(=O)[nH]c1=O)Nc1ccc(C(=O)O)c(O)c1	-38	6%
COc1ccc(N=C2c3ccccc3-c3ccc([N+](=O)[O-])cc32)cc1	-9	?
CC1C(=O)N(Cc2cn(Cc3ccco3)nn2)CCS(=O)(=O)N1Cc1ccc(-c2ccc(Cl)cc2)cc1 (centres undefined)	-33	-14%
CN(C(=O)c1ccc(NC(=O)Cc2cccc(NC(=O)C3CCCN(S(=O)(=O)c4cccc([N+](=O)[O-])c4)C3)c2)cc1)C1CC1 (centres undefined)	58	-4%
COc1ccc([C@H]2/C=C\CN(C(=O)C3CCCC3)[C@@H](C)C(=O)N2Cc2ccc(F)cc2)cc1	-22	-2%
CC(=O)Oc1ccc(C2=Cc3ccc(OC(C)=O)cc3OC2C)cc1 (centres undefined)	?	3%
CCN(CC(=O)Nc1ccc(NC(C)=O)cc1)C(=O)c1ccc(Sc2nncn2C)c([N+](=O)[O-])c1	-26	37%[activator]
C[C@@H]1CN([C@H](C)CO)C(=O)c2cc(Br)cnc2O[C@@H]1CN(C)C(=O)C1CCOCC1	13	8%
CCOC1=C2[C@@H](CN(S(=O)(=O)c3ccc(C)cc3)[C@H]2c2ccccc2Cl)[C@H]2C(=O)N(Cc3ccccc3)C(=O)[C@H]2C1	11	-5%
O=C1OC(c2ccccc2)(N(Nc2ccccc2)c2ccccc2)c2ccccc21 (centres undefined)	-7	-10%
c1cc(-c2cc3cc(N4CCOCC4)ccc3o2)cs1	109	-3%
CCOC(=O)c1csc(CCNC(=O)c2ccccc2)n1	-38	0%
COc1cc(C=C2NC(=O)NC2=O)ccc1O	-31	-2%
COCCNC(=O)C1CCCN(C(=O)c2ccc(SC(F)(F)F)cc2)CC1 (centres undefined)	-3	-5%
O=C(Nc1cccc2ccccc12)c1[nH]c(-c2ccccc2)c2c1C(=O)N(C1CC1)C2=O	-11	-3%
CSc1ccc(S(=O)(=O)NCC(=O)OCC(=O)N(C)CC(=O)Nc2ccc(F)cc2)cc1[N+](=O)[O-]	0	-13%
COC(=O)C1=C(c2ccc(OCc3ccccc3)cc2)C[C@@H]2CC[C@H]1N2C(=O)NCc1cccc(F)c1	?	-2%
COC(=O)c1ccc(NCc2cc(O)ccc2O)cc1	-37	-18%
c1ccc(COc2ncnc3c2ncn3CCCNCC(c2ccccc2)c2ccccc2)cc1	-29	-22%
Cn1c2nc3ccccc3c-2nc2ccccc21	72	-9%
COc1ccc(C2C3=C(CC(C)(C)CC3=O)Oc3ncn4nc(-c5ccccc5)nc4c32)cc1 (centres undefined)	0	?
COc1cc2oc(=O)cc(CN3CCN(c4ccc(Cl)c(Cl)c4)CC3)c2cc1Cl	-12	0%
CC(C)CCN1C(=O)c2cccc3c(N)ccc(c23)C1=O	89	40%[activator]
CC1(C(=O)NS(=O)(=O)c2cccc(F)c2)CCN1C(=O)c1cccc2ccccc12 (centres undefined)	-3	0%
O=C(NC(=S)N1CC=CCC1)c1ccccc1	6	132%[activator]
C[C@H]1CN([C@@H](C)CO)C(=O)CCCn2nncc2CO[C@H]1CN(C)C(=O)C1CC1	25	-4%
O=C(OCc1ccc([N+](=O)[O-])cc1)c1cc2ccccc2oc1=O	25	9%
CN(CC(=O)C(C(N)=O)c1ccccc1)c1ccccc1 (centres undefined)	-20	24%
O=Cc1c(-c2ccc(Cl)cc2)oc2ccc(O)cc12	78	8%
COc1cccc2c(O)c(-c3ccccc3)c(=O)[nH]c12	11	-5%
O=C(Nc1cccc2ccccc12)N1Cc2ccccc2-n2nncc2C1	40	6%
CCCCC[C@@H](/C=C/C1C(=O)C=C[C@H]1C/C=C\CCCC(=O)O)OC(C)=O (some centres undefined)	112	-1%
COc1ccccc1CNC(=O)C1CC2Cn3c(nc4cc(Cl)c(Cl)cc43)C2N1C (centres undefined)	9	-16%
CCOC(=O)c1c(-c2ccccc2)csc1NC(=O)/C(C#N)=C\c1ccc(O)c(OC)c1	?	-1%
Cc1cc(C)nc(SCCN2CCCCC2)n1	50	-5%
COc1ccc(C(=O)N/N=C/c2ccccn2)cc1	6	177%[activator]
COc1ccccc1-c1cnc(C(O)c2ccc(CN3CCCCC3)cc2)[nH]1 (centres undefined)	34	14%
CCc1cc2c(SCC(=O)N3CCN(C(=O)c4cccs4)CC3)ncnc2s1	9	-6%
O=C(Nc1cc(Cl)cc(Cl)c1)N1Cc2ccccc2-n2nncc2C1	-8	-5%
COC(=O)CC1(C(=O)OC)Nc2cc(Cl)c(Cl)cc2S(=O)(=O)N1O (centres undefined)	-31	-2%
CC(=O)NC(c1ccccc1)c1nc(-c2ccc(Cl)cc2)cs1 (centres undefined)	0	-3%
Cc1ccc(Cc2c(-c3cccc(Cl)c3)nc3cc(C)c(Br)c(C)n23)cc1	10	-2%
NC(=O)C1=C[C@@H](c2ccc3c(c2)OCO3)C[C@@H](OCCCCO)O1	9	0%
COc1cccc(CNc2nc3cc(-c4ccccc4C)sc3c(=O)n2C)c1OC	6	-18%
O=[N+]([O-])c1cccc(CON=Cc2cc(Cl)ccc2O)c1	?	-28%

Remaining list, next part
structure	HCMV antiviral	AMA1-RON2 inh
COc1cccc(-c2cnc3c(NC(C)=O)cc(-c4ccc(OC)c(OC)c4)cn23)c1	28	7%
CCOC(=O)C1(C(=O)OCC)NC(=O)CC1C (centres undefined)	5	0%
Cc1[nH]cnc1CN1CCc2c(c3ccccc3n2C)C1=O	-4	-24%
Cc1cc(Br)cc(C=Nc2ccc(N3CCOCC3)cc2)c1O	-30	-2%
CN(c1ccc(OCC(=O)Nc2ccc(S(N)(=O)=O)cc2)cc1)S(=O)(=O)c1ccc(F)cc1	?	-1%[11.6 µM]
Cc1ccc(C)c(S(=O)(=O)Nc2ccc(C(=O)NCCCN(C)C)cc2)c1	7	-5%
O=S1(=O)C[C@@H](N2CCN(c3ccccc3)CC2)[C@H](COCc2ccccc2)N1	-12	-4%
C=CCN1CCN(c2ccncc2S(=O)(=O)N2CCN(C)CC2)CC1	1	0%
O=C(Cc1ccccc1)N1CCN(Cc2ccc(Cl)cc2)CC1	-5	-29%
CC(=O)Nc1ccc(OCCCN2CCC(C(O)(c3ccccc3)c3ccccc3)CC2)cc1	-5	-3%
CC[C@H]1CN(C)CCc2c([nH]c3ccccc23)C(=O)C[C@@H]1/C(=C\OC)C(=O)OC	19	-21%
CC1(C)CC(=O)C=C(c2ccc(COC(=O)Cc3ccccc3)cc2)C1=O	-13	-23%
COc1ccc(Cc2c(-c3ccco3)nc3ccc(Br)cn23)c(C)c1	-2	-7%
O=C(c1cccc(-c2cccc3nccn23)c1)N1CCOCC1	135	-17%
CC(=O)c1ccc(C2CC(OCCF)=CC(=O)O2)cc1 (centres undefined)	-1	-10%
CC(=O)Nc1c(Cl)c(Cl)c2c(c1Cl)Cc1cc(Cl)ccc1-2	8	1%
O=C(Nc1ccc(C(=O)N2CCCCC2)cc1)C1CCCC1	-6	13%
COc1ccc([N+](=O)[O-])cc1NCc1c(F)cccc1F	4	9%
O=C1[C@H]2[C@@H](c3ccccc3)N[C@]3(CCCN(Cc4ccc(F)cc4)C3=O)[C@H]2C(=O)N1Cc1ccccc1	11	-13%
CC(=O)N(CC(=O)N(CC(=O)O)c1ccc(Cl)cc1)c1ccc(Cl)cc1	14	-11%
CC1(C(=O)NCc2ccccc2)CN(S(C)(=O)=O)CC(=O)N1CCc1c[nH]c2ccccc12 (centres undefined)	24	-4%
CC(C)C1C(=O)N(Cc2cn(CCC3OCCCO3)nn2)CCS(=O)(=O)N1Cc1ccc(-c2ccc(F)nc2)cc1 (centres undefined)	1	-13%
Cc1cccc(NC(=O)c2cnc3sccn3c2=O)n1	62	-1%
COc1ccccc1N1CCN(Cc2ccc3c(c2)OCO3)CC1	35	-15%
Cc1ccc([C@H]2N[C@]3(CCCN(Cc4ccc(Cl)cc4)C3=O)[C@H]3C(=O)N(Cc4ccccc4)C(=O)[C@@H]23)cc1	2	-11%
CCOC(=O)N1CCN(C(=O)C[C@@H]2C[C@@]3(C(=O)OCC)CCCC=C3N(Cc3ccccc3)C2=O)CC1	-1	-7%
CC(C)(C)S(=O)N1Cc2cc(CO)ccc2[C@@H]1CCO (some centres undefined)	28	0%
Cc1ccc(F)c(S(=O)(=O)NC(=O)C2(C)CCN2C(=O)Cc2ccccc2)c1 (centres undefined)	-28	6%
CN1CCN(C2Cc3ccc(Cl)cc3Sc3ccc(F)cc32)CC1 (centres undefined)	-9	?
CCOc1nc(-c2ccccc2)ncc1Oc1ccccc1	84	0%
COc1ccncc1-c1ccccc1C1=CC(=O)CC(C)(C)C1=O	-25	-11%
Cn1cc([C@]2(O)C(=O)Nc3cccc(Cl)c32)c2ccccc21	-4	-1%
COc1cccc(CC(=O)Nc2ccc3c(c2)c(=O)n(C)n3-c2ccc(C(C)(C)C)cc2)c1	?	6%
CC1(c2nnc(-c3cccc(Cl)c3)o2)CC(c2ccc(Cl)cc2)=NO1 (centres undefined)	-13	0%
FC(F)(F)c1cc(Cl)c2nc(-c3cccc(Cl)c3)c(Cc3cccc(Cl)c3)n2c1	20	-1%
O=C(Cc1cccc(NC(=O)C2CCN(C(=O)C3CCCCC3)CC2)c1)Nc1cccc(C(=O)N2CCOCC2)c1	-4	-4%

Source: PubChem
